Assay outcomes: PubChem, Broad Institute
GSIS activator = primary screen for activators of insulin secretion dependent on glucose, INS-1E cells, GLuc reporter luminescence. INS-1E GLuc reporter insulin secretion, 2-3 h. activation, % at 16.6 µM. 0.61% of 370,000 active. AID 743287;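 active = lowest replicate activation of at least 40%, so every replicate reaches that level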;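 also: 0% = median of neutral control wells and 100% = median of IBMX positive control wells; some compounds called inactive have numbers as strong as hits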
C2C12 statin = suppressors of simvastatin-induced myotoxicity in C2C12 myotubes; rescue of ATP level, % at 7.49 µM; 0.78% of 330,000 active; ATP luminescence, 48 h; scaled: DMSO 0, geranylgeraniol control 100;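 active = mean ATP rescue above about 67%, or every replicate alone reaching that limit, limit read from the data, passing the limit was not always enough; inconclusive = no clear call, values can overlap the other calls; inactive = mean under the limit and some replicate under it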;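 also: myotubes were challenged with 10 µM simvastatin during compound exposure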
FN deposition inh = fibronectin deposition inhibition; AH1F fibroblasts, Alexa488-fibronectin deposition fluorescence, overnight; inhibition, % at 12.6 µM; 0.086% of 350,000 active;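 active = mean inhibition across replicates of 30% or more, regardless of how many single replicates reach that level; inconclusive = mean under 30% yet at least half of replicates reach 30%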;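 also: positive control wells lacked labelled fibronectin entirely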
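Measured by – fluorescence 485/525 nm · System – AH1F fibroblast monolayer, labelled fibronectin deposition · Amount – 10000 cells per well · Buffer or medium – serum-reduced DMEM (2% serum) · Doses – single dose, pinned · Also added – fluorescent fibronectin at 24 nM final · Schedule – 1 h cell attachment, overnight exposure to compound and label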
miR-122 sensor = miR-122 inhibition in Huh7 cells; 0.3% of 340,000 active; activation (reporter increase), % at 12.5 µM; Huh7 miR-122 Renilla luciferase sensor, 48 h; neutral wells = 0, positive control = 100;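 active = mean replicate activation score at least 90 and every replicate individually at or above 90; inconclusive = only one of the two criteria met; inactive = neither criterion met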;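 also: higher luciferase means less miR-122 activity so hits act as miR-122 inhibitors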
PGC1a acetyl inh = PGC1a acetylation modulation, inhibitor mode; U2OS PGC1a acetylation, AlphaScreen anti-acetyl-lysine; with virally co-expressed GCN5 acetyltransferase; inhibition, % at 15.6 µM; 0.17% of 350,000 active;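 active = every replicate shows inhibition of at least 40%; inconclusive = mean inhibition at least 40% but some replicate below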;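 also: 0% = neutral control wells and 100% = positive control wells; some results beyond the cut were filed as inactive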
CFTR F508del cor = CFTR F508del correction in bronchial cells. CFBE cells, YFP halide quenching; stimulated with forskolin plus potentiator P3; % fluorescence drop versus neutral controls. activity (quench increase), % at 7.58 µM. 0.36% of 350,000 active. AID 720511;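 active = mean added fluorescence quench of at least 8% versus neutral control, with both replicates also reaching 8%; inconclusive = only one of the mean or replicate conditions met; inactive = mean below 8% and not both replicates reaching 8%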;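 also: cells transiently co-express mutant CFTR-F508del with the halide-sensitive YFP; corrector assay measuring rescue of mutant channel to the surface after 24 h compound exposure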
PglD inh = PglD (C. jejuni) enzyme inhibition | 0.098% of 360,000 active | AID 602405 | inhibition, % at 12.5 µM | purified PglD enzyme, DTNB colorimetric CoA detection; in the data active = inhibition above about 16%, passing the limit was not always enough; inconclusive = no clear call, values can overlap the other calls; also: strong numbers were not always called active
Cneo AK release = causes C. neoformans cell lysis. adenylate kinase release luminescence, 4 h; normalised: neutral wells 0, clomiphene wells 100. 0.2% of 360,000 active. AID 651654. lysis activity, % at 15 µM;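 active = mean lysis activity across replicates of at least 80%, whatever share of replicates individually reach that level; inactive = mean lysis activity below 80%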
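Test system: log-phase Cryptococcus neoformans yeast cells; Quantity: yeast cell density of 5 × 10^6 cells/mL; Buffer or medium: YPD; Doses: single compound concentration per well; Timing: 4 h at 37 °C static, read 1 h later; Measured by: AK luminescence; Read-out basis: lysis from increased AK signal; Control set: Clomiphene as positive control.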
* = called active by the depositor; ? = inconclusive; · = not tested or not shown; [ ] = remark or other dose. No enrichment for hits, and some 2.1% of all compounds hit somewhere here.

SMILES	GSIS activator	C2C12 statin	FN deposition inh	miR-122 sensor	PGC1a acetyl inh	CFTR F508del cor	PglD inh	Cneo AK release
COc1cc2c(C(=O)N3CCN(c4cccc(Cl)c4)CC3)cn(C)c(=O)c2cc1OC	·	-17	1	-3	-4	·	-1	-1
CC(C)c1c(C(=O)N/N=C/c2cccs2)nnn1-c1nonc1N	-7	1	-11	·	·	-1.4	-7	-1
O=C(COc1ccc2ccccc2c1)N/N=C/C1CC=CCC1 (stereo not drawn)	7	·	·	-2	4	·	-3	1
C[C@@H]1CN([C@@H](C)CO)C(=O)c2cccc(NC(=O)C3CCCCC3)c2O[C@H]1CN(C)C(=O)Nc1ccc(C(F)(F)F)cc1	-21	-48	·	-1[16.7 µM]	5	-2.1	-1	-1
C[C@H](CO)N1C[C@H](C)[C@H](CN(C)Cc2ccccc2)Oc2ccc(NC(=O)c3ccncc3)cc2CC1=O	5	21	·	0[16.7 µM]	·	0.5	6	-6
Cc1ccccc1-c1nc2c(s1)CCc1onc(-c3ccc(Cl)cc3)c1-2	-8	-13	6	·	·	0.1	1	4
CCOC(=O)c1ccc(N2CCN(c3ccccc3F)CC2)c(NC(=O)Nc2cccc(OC)c2)c1	·	0	11	-4	·	·	-1	0
C/C(=N\NC(=O)Cc1ccccc1)c1cccs1	17	0	·	·	7	0.6	-5	1
O=C(Nc1ccc(Oc2ccc(NC(=O)Nc3ccccc3Cl)cc2)cc1)Nc1ccccc1Cl	0	-36	-9	-2	7	-18	-7	5
CN(C)S(=O)(=O)c1ccc(N2CCCC2)c(C(=O)NC2CCCCC2)c1	3	·	-8	-1	-1	2.6	·	·
Cc1cccc(C)c1NC(=O)CN(C)C(=O)C(c1ccccc1)c1ccccc1	-7	11	4	8	-9	-1.7	·	·
Cc1nnc(NC(=O)c2ccco2)s1	4	-1	-2	3	5	-1.7	1	2
CC[C@@]1(C(=O)OC)N[C@H](CN(C)C(=O)Nc2ccccc2)[C@@H]2C(=O)N(C)C(=O)[C@@H]21	32	-1	-6	·	·	-0.7	0	0
N#Cc1nc(COc2cccc(Cl)c2)oc1NCc1ccncc1	·	·	·	-1	-16	·	-4	0
COC(=O)CC1C(=O)NCCN1C(=O)c1ccc(S(=O)(=O)N2CCOCC2)cc1 (stereo not drawn)	11	·	7	·	2	-3.3	1	-1
Cc1ccc(NC(=O)c2ccc(S(=O)(=O)N3CCCC3)cc2)cc1	·	·	·	1	6	·	0	-1
FC(F)(F)c1cccc(Cc2noc(CN3CCC(c4ccncc4)CC3)n2)c1	-49	-3	0	-6	·	2.9	-1	3
CCCC1(c2ccccc2)NC(=O)N(C/C=C/Cl)C1=O (stereo not drawn)	13	-5	-2	-3	·	4.6	2	0
CNC[C@H]1OCCCC[C@@H](C)Oc2ccc(N)cc2C(=O)N([C@H](C)CO)C[C@@H]1C	11	5	-4	11[16.7 µM]	-14	-0.2	0	-1
Cc1cc(C)c(C#N)c(SCc2nc3ccccc3[nH]2)n1	·	·	·	14	-22	·	3	-7
c1ccc(-n2cc(CN3CCCC3)c(-c3ccc4c(c3)OCO4)n2)cc1	19	6	-4	-2	-13	-0.6	-5	-1
C[C@@H]1CN([C@@H](C)CO)C(=O)c2cc(NC(=O)c3ccncc3)ccc2O[C@@H](C)CCCCO[C@@H]1CN(C)C(=O)Nc1ccc(C(F)(F)F)cc1	16	·	-1	·	14	-0.7	·	·
Cc1ccc(NC(=S)NCc2ccc3[nH]c4c(c3c2)CCCC4)cc1	·	1	3	·	·	4.3	-2	12
CCOc1ccc(Nc2oc(-c3ccco3)nc2C#N)cc1	·	-1	·	-6	-10	·	-3	4
C(=N\N=C\c1cccnc1)/c1cccnc1	·	·	·	2	6	·	-4	-4
COc1ccccc1C(=O)NCCC(=O)NC1CCCCC1C (stereo not drawn)	5	-3	·	0	·	-1.1	-1	3
CCOc1ccc2nc(NC(=O)C3CCCO3)sc2c1 (stereo not drawn)	1	-5	2	3	-13	-0.7	-5	0
O=C(NCc1cccs1)c1cccn2c(=O)c3sccc3nc12	8	9	-3	4	-4	-1.5	·	·
CCC1Oc2ccccc2N(CC(=O)NC2CCCCC2)C1=O (stereo not drawn)	-8	-11	4	·	·	1.6	4	0
Cc1cc(-c2nnc(CCC(=O)NC(C)c3cccc4ccccc34)o2)no1 (stereo not drawn)	-3	·	9	·	-2	-3.7	·	·

16 entries already listed, ordered by formula weight, low to high.
SMILES	GSIS activator	C2C12 statin	FN deposition inh	miR-122 sensor	PGC1a acetyl inh	CFTR F508del cor	PglD inh	Cneo AK release
C(=N\N=C\c1cccnc1)/c1cccnc1	·	·	·	2	6	·	-4	-4
CCOc1ccc2nc(NC(=O)C3CCCO3)sc2c1 (stereo not drawn)	1	-5	2	3	-13	-0.7	-5	0
CCCC1(c2ccccc2)NC(=O)N(C/C=C/Cl)C1=O (stereo not drawn)	13	-5	-2	-3	·	4.6	2	0
Cc1cc(C)c(C#N)c(SCc2nc3ccccc3[nH]2)n1	·	·	·	14	-22	·	3	-7
CCOc1ccc(Nc2oc(-c3ccco3)nc2C#N)cc1	·	-1	·	-6	-10	·	-3	4
CCC1Oc2ccccc2N(CC(=O)NC2CCCCC2)C1=O (stereo not drawn)	-8	-11	4	·	·	1.6	4	0
COc1ccccc1C(=O)NCCC(=O)NC1CCCCC1C (stereo not drawn)	5	-3	·	0	·	-1.1	-1	3
N#Cc1nc(COc2cccc(Cl)c2)oc1NCc1ccncc1	·	·	·	-1	-16	·	-4	0
Cc1ccc(NC(=O)c2ccc(S(=O)(=O)N3CCCC3)cc2)cc1	·	·	·	1	6	·	0	-1
c1ccc(-n2cc(CN3CCCC3)c(-c3ccc4c(c3)OCO4)n2)cc1	19	6	-4	-2	-13	-0.6	-5	-1
Cc1ccc(NC(=S)NCc2ccc3[nH]c4c(c3c2)CCCC4)cc1	·	1	3	·	·	4.3	-2	12
Cc1cc(-c2nnc(CCC(=O)NC(C)c3cccc4ccccc34)o2)no1 (stereo not drawn)	-3	·	9	·	-2	-3.7	·	·
CC[C@@]1(C(=O)OC)N[C@H](CN(C)C(=O)Nc2ccccc2)[C@@H]2C(=O)N(C)C(=O)[C@@H]21	32	-1	-6	·	·	-0.7	0	0
CNC[C@H]1OCCCC[C@@H](C)Oc2ccc(N)cc2C(=O)N([C@H](C)CO)C[C@@H]1C	11	5	-4	11[16.7 µM]	-14	-0.2	0	-1
COC(=O)CC1C(=O)NCCN1C(=O)c1ccc(S(=O)(=O)N2CCOCC2)cc1 (stereo not drawn)	11	·	7	·	2	-3.3	1	-1
C[C@@H]1CN([C@@H](C)CO)C(=O)c2cc(NC(=O)c3ccncc3)ccc2O[C@@H](C)CCCCO[C@@H]1CN(C)C(=O)Nc1ccc(C(F)(F)F)cc1	16	·	-1	·	14	-0.7	·	·

(more compounds)
SMILES	GSIS activator	C2C12 statin	FN deposition inh	miR-122 sensor	PGC1a acetyl inh	CFTR F508del cor	PglD inh	Cneo AK release
CCCCCC(=O)N1CC2(CC(c3cccc(NC(=O)CC(c4ccccc4)c4ccccc4)c3)=NO2)C[C@@H]1C(N)=O (stereo partly drawn)	-20	6	10	-3	-10	-0.2	-2	-1
NCc1csc(Nc2nncc3ccccc23)n1	·	31	11	3	2	2.1	-6	-11
CCc1nnc(SCc2ccc(OC)c(Br)c2)n1N	4	9	·	-2	-2	·	1	-2
Cc1ccc(NC(=O)COc2ccccc2C(=O)NCc2ccccc2)cc1	·	5	-2	-5	-15	0.3	3	-1
CCC(C)C(NC(=O)C(N)CC(C)C)C(=O)NC(CCC(=O)OCc1ccccc1)C(N)=O (stereo not drawn)	·	-18	0	-2	-3	·	5	0
C[C@@H]1CCCCO[C@@H](CN(C)Cc2ccc3c(c2)OCO3)[C@@H](C)CN([C@H](C)CO)C(=O)c2cc(NC(=O)NC3CCCCC3)ccc2O1	-11	·	·	10[16.7 µM]	-3	1.0	-1	0
CCn1c(C(=O)O)c(CC(=O)Nc2cccc(C(F)(F)F)c2)c2ccccc21	2	2	-9	·	·	-2.5	-1	1
O=C(C[C@H]1C/C=C\C[C@@H](Cc2ccc(F)cc2)C(=O)OC[C@@H]2CCCN2C1=O)NCCO	-4	7	0	-6	0	-1.1	1	-4
Cc1nn(-c2ccccc2)c(C)c1NC(=O)COC(=O)c1ccc(S(=O)(=O)C(F)F)cc1	3	6	-7	-6	2	-1.6	1	1
CCc1c(C)sc(NC(=O)c2noc(C)c2[N+](=O)[O-])c1C#N	-11	·	2	·	-4	-1.0	·	·
NNC(=O)c1cc(O)c(O)c(O)c1	1	·	-4	3	-1	-2.3	3	2
Cc1cnc(NC(=O)c2cc3ccccc3o2)s1	12	·	·	13	29	2.1	·	·
Cc1ccc(F)cc1CNC(=O)C1CCC(=O)N(CC2CCCCC2)C1 (stereo not drawn)	7	2	-8	·	-1	-2.6	-1	-5
C[C@H]1CN([C@@H](C)CO)C(=O)c2cc(N(C)C)ccc2O[C@@H]1CN(C)Cc1ccc(Oc2ccccc2)cc1	-16	11	-8	4[16.7 µM]	-7	-1.3	7	-2
Cc1ccc(C(=O)NNC(=O)Cc2csc(-c3csc(C)n3)n2)cc1	-3	·	5	·	-2	-0.2	·	·
Cc1ccc(-c2cnc3c(c2)C(=O)N([C@@H](C)CO)C[C@@H](C)[C@@H](CN(C)S(C)(=O)=O)O3)cc1	6	2	·	-1[16.7 µM]	5	1.2	-6	0
COc1cc(/C=C(\C#N)c2[nH]nc(N)c2C#N)cc(OC)c1O	·	·	11	-5	-12	·	7	1
CC(CC(=O)N1CCN(c2cccc(Cl)c2)CC1)S(=O)(=O)c1ccc2c(c1)NC(=O)CO2 (stereo not drawn)	-35	-30	-6	-8	·	-0.4	-2	-1
Cn1nc(C(C)(C)C)cc1C(=O)NCc1ccc(N2CCCC2=O)cc1	-28	-45	3	-4	-10	·	-5	0
CCN(Cc1cc(=O)n2ccsc2n1)Cc1nc2cc(OC)c(OC)cc2c(=O)[nH]1	24	?	-14	23	-1	-0.1	-2	0
COC(=O)[C@@]12CCCCN1[C@H](c1ccc(-c3ccc(Cl)c(Cl)c3)c(OC)c1)[C@H]1C(=O)N(C)C(=O)[C@H]12	-9	-1	-8	-1	-3	6.3	0	0
COc1ccc2nc(SCC(=O)N3CCCCC3)c(C#N)cc2c1	-4	-3	2	2	0	1.1	-7	-8
C/C(=N/NC(=O)c1cccc(Br)c1)C1CC2CCC1C2 (stereo not drawn)	-40	2	·	0	3	-0.4	0	1
